Source: PubChem (National Center for Advancing Translational Sciences (NCATS))
Nrf2 ARE act = activators of Nrf2 (ARE) signaling | Potency, µM (titrated, usually from 46.1 µM), without a hit: at the top dose activation, hits mostly activators | 0.31% of 410,000 active | AREc32 ARE-luciferase reporter (MCF7-derived line), luminescence, 24 h; further: potency means the concentration at half of the fitted maximal effect; % of control where 0% means no effect; nearly all actives have a fitted effect of over 65% in size
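Luciferase luminescence (Steady-Glo, 30 min at room temperature) served as the read-out of ARE activation in AREc32 cells treated with compounds for 24 hr at 37 deg C.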
A549 viability = counter-screen for Nrf2 inhibitors: cytotoxicity in A549 cells. A549 ARE-Fluc cells, CellTiter-Fluor viability, 18-24 h. Potency, µM (top dose mostly 46 µM), without a hit: at the highest dose activity change, negative = cytotoxicity, hits mostly inhibitors. 0.16% of 390,000 active. AID 504648; further: potency means the concentration at half of the fitted maximal effect; on the % scale 0 is the no-effect control and ±100 the full control effect
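A549 ARE_Fluc cells in 5% FBS OPTI-MEM were exposed to compounds in concentration-response for 18-24 h at 37 deg C. Viability was read by CellTiter-Fluor fluorescence (Ex 405/Em 525) after 30 min, before the luciferase read.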
pAkt inh = Akt phosphorylation inhibition | Neuro2A IGF-stimulated pAkt S473 HTRF, 20 min; hits give low values | activity change, % for hits at 50 µM | 0.32% of 360,000 active | AID 651550; in the data active means activity change below about -80%; inconclusive means mostly about -51% to -80%; further: on the % scale 0 is the no-effect control and ±100 the full control effect
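Neuro2A cells in DMEM with 0.5% FBS, overnight at 37 deg C, given compound at single 50 µM final, then IGF (6 nM final) for 20 min at 37 deg C. Lysed; phospho-Akt Ser473 by HTRF after 24 h, 665/615 ratio.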
EPAC2 antagonist = EPAC2 (human) antagonism. Q8WZA2. EPAC2 GEF exchange of Rap1B-BODIPY-GDP, fluorescence. Potency, µM (doses to about 114 µM), without a hit: top-dose activity, negative = inhibition, actives largely listed as inhibitors. 0.18% of 360,000 active; further: potency means the concentration at half of the fitted maximal effect; on the % scale 0 is the no-effect control and ±100 the full control effect; nearly all actives have a fitted effect of over 45% in size; many of its hits are not listed in these tables
Target sequence (Q8WZA2 whole entry, looked up): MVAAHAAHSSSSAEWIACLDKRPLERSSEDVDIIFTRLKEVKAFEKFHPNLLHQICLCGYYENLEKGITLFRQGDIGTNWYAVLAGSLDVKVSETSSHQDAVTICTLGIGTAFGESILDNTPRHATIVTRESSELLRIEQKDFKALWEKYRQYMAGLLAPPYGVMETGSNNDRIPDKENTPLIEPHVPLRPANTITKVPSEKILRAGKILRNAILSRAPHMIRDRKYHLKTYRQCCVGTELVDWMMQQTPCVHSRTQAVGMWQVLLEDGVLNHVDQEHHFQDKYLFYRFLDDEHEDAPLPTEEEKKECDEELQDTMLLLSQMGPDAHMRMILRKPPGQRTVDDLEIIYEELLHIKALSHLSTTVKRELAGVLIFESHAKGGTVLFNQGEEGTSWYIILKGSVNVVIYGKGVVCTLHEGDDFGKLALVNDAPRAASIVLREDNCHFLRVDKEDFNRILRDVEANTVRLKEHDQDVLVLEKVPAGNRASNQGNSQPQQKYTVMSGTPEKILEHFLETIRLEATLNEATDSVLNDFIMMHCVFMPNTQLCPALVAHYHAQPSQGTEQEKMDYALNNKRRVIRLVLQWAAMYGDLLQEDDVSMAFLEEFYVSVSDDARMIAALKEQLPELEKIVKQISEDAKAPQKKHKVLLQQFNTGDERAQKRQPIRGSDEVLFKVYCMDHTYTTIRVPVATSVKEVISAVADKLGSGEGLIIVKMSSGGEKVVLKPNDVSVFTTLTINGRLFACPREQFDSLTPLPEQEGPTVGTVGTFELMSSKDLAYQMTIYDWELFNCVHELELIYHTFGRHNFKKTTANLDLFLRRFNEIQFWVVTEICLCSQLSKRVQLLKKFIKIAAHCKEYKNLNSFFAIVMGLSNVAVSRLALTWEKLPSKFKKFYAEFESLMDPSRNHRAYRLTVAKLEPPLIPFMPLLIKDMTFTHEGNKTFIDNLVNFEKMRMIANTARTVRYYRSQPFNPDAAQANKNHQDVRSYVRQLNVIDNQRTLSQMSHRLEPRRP
EPAC2 agonist = EPAC2 (human) agonism; Q8WZA2; EPAC2 activation, biochemical qHTS; response scale: 100% = 6.5 mM cAMP response; Potency, µM (doses to about 154 µM), for the others: at the top dose activation, actives largely listed as activators; 0.079% of 360,000 active; AID 720711; further: potency means the concentration at half of the fitted maximal effect; nearly all actives have a fitted effect of over 50% in size
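Exchange assay: 100 nM EPAC2 with 250 nM Rap1B-BODIPY-GDP and 50 uM GDP. Fluorescence (ex 480/em 540 nm) read every 5 min for 30 min at room temperature. Data normalized to 6.5 mM cAMP as agonist control.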
MmCpn inh = blocks the Methanococcus maripaludis chaperonin Mm-Cpn; purified Mm-Cpn ATPase, ADP Transcreener TR-FRET; 0.031% of 330,000 active; Potency, µM (doses to about 76.9 µM), for the others: at the top dose activity, negative = inhibition, hits mostly inhibitors; further: potency means the concentration at half of the fitted maximal effect; on the % scale 0 is the no-effect control and ±100 the full control effect; nearly all actives have a fitted effect of over 80% in size
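ATPase turnover read by TR-FRET ADP competition (Eu cryptate antibody/ADP-d2, 665/590 nm): 10uM ATP final, 25nM Mm-CPN final, 30 min 37degC after 10-min compound preincubation, pH 7.4 Tris/KCl/MgCl2/DTT buffer.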
Nrf2 inh = Nrf2 pathway inhibition; A549 ARE-Fluc reporter, luciferase luminescence, 18-24 h; Potency, µM (highest dose often 46 µM), without a hit: at the top dose activity change, negative = inhibition, hits mostly inhibitors; 2.1% of 360,000 active; AID 504444; further: potency means the concentration at half of the fitted maximal effect; on the % scale 0 is the no-effect control and ±100 the full control effect; nearly all actives have a fitted effect of over 60% in size
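A549 ARE_Fluc cells, 5000/well, 5% FBS OPTI-MEM; compounds in dose-response, 18-24 h at 37 °C/5% CO2; CellTiter-Fluor viability read (Ex 405/Em 525), then BugLite luciferase luminescence = Nrf2 activity.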
TGFb inhibitor = blocks TGF-b signaling; HepG2 CAGA-GFP TGF-b/SMAD3 reporter, GFP fluorescence, 18 h; TGF-beta stimulated, 500 pg/mL final; Potency, µM (titrated, usually from 46.1 µM), for the others: at the highest dose activity, negative = inhibition, most hits filed as inhibitors; 1.2% of 410,000 active; further: potency means the concentration at half of the fitted maximal effect; on the % scale 0 is the no-effect control and ±100 the full control effect; nearly all actives have a fitted effect of over 65% in size
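Per well, imaged GFP fluorescence of HEPG2 CAGA-GFP cells gives the signal; cells get compound, then TGF-beta (500 pg/mL final), 18 h at 37 degrees C; %Activity versus -TGF-beta and +DMSO controls.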
CCT chaperon mod = changes cytosolic chaperonin activity. activity change, % (no concentration beside the values), hits read low. AID 651819. 0.3% of 360,000 active. purified chaperonin ATPase assay, HTRF ADP detection, 30 min; in the data active means activity change below about -30%; further: on the % scale 0 is the no-effect control and ±100 the full control effect
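Enzyme 40 or 20 nM (batch-dependent) in Tris pH 7.4/KCl/MgCl2/DTT; cpd 76 uM single point; ATP 10 uM; 30 min 37 °C; Transcreener ADP HTRF detection, 30 min RT; ratio 665/615.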
An asterisk follows results filed as active; i = inactive; ? = inconclusive; · = not tested or not shown; & = joins results of further samples; [ ] = another dose, or the depositor's remark. Unless noted, the call rests on the fitted dose curve; in most records, active means well fitted curve in the direction sought with a large enough effect; inconclusive means small, poorly fitted or top-dose-only effect, or another doubt; inactive means no such curve, though single readings can be large; an effect the other way counts as inactive or inconclusive. Only part of the results is shown; count on the stated rates, not on these rows.

#	structure	Nrf2 ARE act	A549 viability	pAkt inh	EPAC2 antagonist	EPAC2 agonist	MmCpn inh	Nrf2 inh	TGFb inhibitor	CCT chaperon mod
1	CCOc1ccc(C(=O)OCc2cc(=O)n3nc(C4CC4)sc3n2)cc1	6.5%	5%	·	·	·	·	?	-13%	·
2	Cc1cccc(-n2c(C)nc3ccsc3c2=O)c1	0.0%	8%	i	-1%	9%	·	2%	0%	-2.3
3	S=c1[nH]nc(-c2ccccn2)n1/N=C/c1ccco1	-0.4%	0%	i	-3%	6%	1%	5%	4%	-0.9
4	CN(C)CCN(C)C1CN(Cc2ccc(F)cc2)S(=O)(=O)C1 (configuration not stated)	-0.2%	·	i	25%	1%	·	·	?	-1.7
5	CCc1ccc2oc(-c3cc(NC(=O)c4cc([N+](=O)[O-])ccc4N4CCOCC4)ccc3Cl)nc2c1	-0.9%	-17%	·	·	·	·	4%	?	·
6	CCOP(=O)(OCC)C(Nc1cccc(C)c1)c1ccc(F)cc1 (configuration not stated)	0.0%	6%	i	0%	-5%	-1%	-12%	-34%	-0.4
7	N/C(=N\OC(=O)CCc1ccccc1)c1ccccc1Cl	15%	3%	i	-4%	14%	0%	?	10%	-1.8
8	O=C(CN1CCc2cc3c(cc2C1)OCCCO3)Nc1cccc([N+](=O)[O-])c1	-0.3%	2%	i	14%	5%	0%	?	?	-0.6
9	CCOC(=O)CSc1nc2ccccc2n1C(=O)OCC	2.9%	0%	i	-7%	-2%	1%	·	14%	-14
10	O=C(CCC(=O)N1CCSc2ccccc21)NCc1cccc(Cl)c1	-0.4%	5%	i	?	7%	2%	15%	?	1.5
11	CSc1nc2ccccc2n1CC(=O)Nc1ccccc1	0.4%	-8%	i	14%	-5%	0%	-29%	-13%	-1.9
12	CC[C@]12C(=O)N(C)C[C@H]([C@@H]3C(=O)N(Cc4ccccc4)C(=O)[C@@H]31)N2C(=O)c1ccc(C(C)(C)C)cc1	-0.3%	-4%	i	-2%	5%	·	?	?	-0.7
13	CC1(C(=O)NS(=O)(=O)c2ccc(C#N)cc2)CCN1C(=O)Cc1cccc2ccccc12 (configuration not stated)	-0.9%	·	i	19%	1%	·	·	-1%	1.2
14	Cc1ccc(-c2noc(CNCCCN(C)C)n2)cc1	2.6%	9%	i	7%	4%	0%	?	?	1.6
15	COc1ccc(NC(C)=O)cc1NC(=O)CN1CCN(C2c3ccccc3-c3ccccc32)CC1	-0.6%	?	i	-6%	-6%	2%	·	13%	0.6
16	CCCOc1ccc(-c2c(C(=O)N/N=C/c3ccc(OCC)cc3)nnn2-c2nonc2N)cc1	-0.8%	8%	i	-1%	3%	-2%	-1%	-11%	-4.9
17	O=C(Nc1ccc2c(c1)CCC2)c1cc(=O)[nH]c2ccccc12	0.0%	0%	i	-1%	9%	-1%	-16%	3%	-4.0
18	Cc1nc2c(OCc3ccc(Cl)cc3)cccn2c1N(C)C(=O)CCC1CCCC1	1.7%[9.22 µM]	·	i	-20%	5%	·	·	?	-0.4
19	CCOC(=O)c1c(NC(=O)CSc2ncccn2)sc2c1CC(C)(C)NC2(C)C	0.4%	1%	i	-4%	8%	-1%	13%	-15%	-1.9
20	CN(C(=O)c1ccc(S(=O)(=O)N2CCCC2)cc1)C1CCS(=O)(=O)C1 (configuration not stated)	-0.7%	-8%	i	13%	6%	0%	9%	-4%	1.6
21	COc1ccc(C(=O)Nc2cc(C(=O)NCCc3ccccc3)ccc2Cl)cc1	3.8%	-9%	i	-4%	18%	2%	12%	?	-0.2
22	COc1cc(NC(=O)c2[nH]cnc2C(N)=O)cc(C(=O)Nc2cccc(C(F)(F)F)c2)c1	-3.5%	21µM*	i	18%	-15%	1%	?	4.5µM*	0.6
23	CCCn1c(N)c(C(=O)CSc2nnc3ccccn23)c(=O)[nH]c1=O	-0.4%	0%	i	6%	2%	-8%	2%	-3%	0.3
24	Cc1ccc(S(=O)(=O)N2CCOCC2)cc1C(=O)NCc1ccco1	0.1%	?	i	4%	3%	2%	4%	-3%	0.3
25	COc1ccc(OC)c(C(=O)CSc2nnc(-c3cccs3)o2)c1	-0.3%	5%	i	-2%	8%	-2%	?	-4%	-3.3
26	CC1(C)CC(=O)C=C(c2ccc(CO)cc2)C1=O	0.2%	·	i	-3%	12%	·	·	-1%	-0.1
27	COc1cccc(C(=O)Nc2ccc3[nH]c(=O)[nH]c3c2)c1OC	2.5%	9%	i	-5%	0%	0%	20%	5%	-0.2
28	CCOC(=O)CC1C(=O)NCCN1Cc1cccc(OC)c1 (configuration not stated)	-0.8%	4%	i	-9%	13%	0%	-20%	2%	2.0
29	CCOc1ccc(S(=O)(=O)NCCC(=O)Nc2nnc(C)s2)cc1	-0.4%	6%	i	-1%	7%	0%	-10%	-13%	1.4
30	CCCCN1C(=O)N(CCc2ccc(F)cc2)S(=O)(=O)c2cc(C(F)(F)F)ccc21	0.7%	1%	i	-7%	3%	2%	7%	-5%	-1.2

Brought forward from above: 2 compounds, then new ones.
#	structure	Nrf2 ARE act	A549 viability	pAkt inh	EPAC2 antagonist	EPAC2 agonist	MmCpn inh	Nrf2 inh	TGFb inhibitor	CCT chaperon mod
29	CCOc1ccc(S(=O)(=O)NCCC(=O)Nc2nnc(C)s2)cc1	-0.4%	6%	i	-1%	7%	0%	-10%	-13%	1.4
30	CCCCN1C(=O)N(CCc2ccc(F)cc2)S(=O)(=O)c2cc(C(F)(F)F)ccc21	0.7%	1%	i	-7%	3%	2%	7%	-5%	-1.2
31	O=C1c2c(O)cc(O)cc2O[C@@]12c1c(cc(O)c3c1O[C@H](c1ccc(O)cc1)[C@@H](O)C3)O[C@@H]2c1ccc(O)cc1	-0.9%	-3%	i	10%	3%	2%	10%	?	-1.9
32	O=S(=O)(NC1CC1)c1ccc(F)c(F)c1	0.3%	1%	i	-1%	1%	0%	-8%	-23%	1.9
33	Fc1cc(F)cc(-c2c(-c3ccccc3)ncc3ccc(F)cc23)c1	18%	-2%	i	?	4%	0%	?	?	0.6
34	O=C(NCc1ccccc1)c1ccc(CS(=O)(=O)Cc2ccc(F)cc2)o1	-0.2%	-10%	·	-6%	6%	1%	?	-13%	-1.4
35	COC(=O)c1nnn(CC(=O)NC(=O)Nc2c(C)cccc2C)c1C(=O)OC	-1.1%&0.5%	2%&1%	i	19%	2%	1%	-13%[9.27 µM]	-23%&-3%	1.0
36	CC(C)c1nnc(NC(=O)CCS(=O)(=O)c2ccccc2)s1	?	-1%	i	-5%	-8%	-1%	4%	-30%	0.3
37	CCCSc1oc(-c2ccco2)nc1S(=O)(=O)c1ccccc1	-0.8%	0%	i	-4%	19%	-5%	?	25%	0.9
38	CC1CCCC(C)N1C(=O)COC(=O)c1cccc(S(=O)(=O)N(C)c2ccccc2)c1 (configuration not stated)	-0.7%	0%	i	-13%	10%	0%	-13%	0%	-1.0
39	O=C1CN(c2ccccc2Cl)C(=O)CN1c1ccccc1Cl	0.4%	-18%	i	0%	0%	2%	-9%	1%	-2.4
40	CC(C)[C@H](NC(=O)c1ccc(Cl)cc1Cl)C(=O)NNc1cccc(C(=O)O)c1	3.2%	-2%	i	12%	0%	1%	19%	-8%	-1.1
41	O=C(N[C@H]1C/C=C\C[C@@H](CC(=O)N(CCO)Cc2ccccc2)C(=O)N[C@H](Cc2c[nH]c3ccccc23)COC1=O)OCC1c2ccccc2-c2ccccc21	0.3%	-12%	i	0%	9%	-1%	-18%	-11%	-2.0
42	O=C1CC(c2ccccc2)CN1C(=O)c1cncc(Br)c1 (configuration not stated)	-0.8%	-1%	i	13%	6%	-1%	-15%	?	-0.4

Another view of some results above:
37. CCCSc1oc(-c2ccco2)nc1S(=O)(=O)c1ccccc1
  Nrf2 ARE act: -0.8%
  A549 viability: 0%
  pAkt inh: i
  EPAC2 antagonist: -4%
  EPAC2 agonist: 19%
  MmCpn inh: -5%
  Nrf2 inh: ?
  TGFb inhibitor: 25%
  CCT chaperon mod: 0.9

38. CC1CCCC(C)N1C(=O)COC(=O)c1cccc(S(=O)(=O)N(C)c2ccccc2)c1 (configuration not stated)
  Nrf2 ARE act: -0.7%
  A549 viability: 0%
  pAkt inh: i
  EPAC2 antagonist: -13%
  EPAC2 agonist: 10%
  MmCpn inh: 0%
  Nrf2 inh: -13%
  TGFb inhibitor: 0%
  CCT chaperon mod: -1.0

39. O=C1CN(c2ccccc2Cl)C(=O)CN1c1ccccc1Cl
  Nrf2 ARE act: 0.4%
  A549 viability: -18%
  pAkt inh: i
  EPAC2 antagonist: 0%
  EPAC2 agonist: 0%
  MmCpn inh: 2%
  Nrf2 inh: -9%
  TGFb inhibitor: 1%
  CCT chaperon mod: -2.4

40. CC(C)[C@H](NC(=O)c1ccc(Cl)cc1Cl)C(=O)NNc1cccc(C(=O)O)c1
  Nrf2 ARE act: 3.2%
  A549 viability: -2%
  pAkt inh: i
  EPAC2 antagonist: 12%
  EPAC2 agonist: 0%
  MmCpn inh: 1%
  Nrf2 inh: 19%
  TGFb inhibitor: -8%
  CCT chaperon mod: -1.1

3 entries out of the list above, arranged by the value under TGFb inhibitor, largest number first.
| # | smiles | Nrf2 ARE act | pAkt inh | EPAC2 antagonist | MmCpn inh | TGFb inhibitor | CCT chaperon mod |
| --- | --- | --- | --- | --- | --- | --- | --- |
| 27 | COc1cccc(C(=O)Nc2ccc3[nH]c(=O)[nH]c3c2)c1OC | 2.5% | i | -5% | 0% | 5% | -0.2 |
| 38 | CC1CCCC(C)N1C(=O)COC(=O)c1cccc(S(=O)(=O)N(C)c2ccccc2)c1 (configuration not stated) | -0.7% | i | -13% | 0% | 0% | -1.0 |
| 11 | CSc1nc2ccccc2n1CC(=O)Nc1ccccc1 | 0.4% | i | 14% | 0% | -13% | -1.9 |
